ADAM10 inh – inhibitors of human ADAM10; O14672; 0.62% of 370,000 active; inhibition, % at 7 µM; AID 720582; recombinant ADAM10, EDANS/DABCYL FRET peptide cleavage, 3 h;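 active = inhibition above a per-campaign cutoff equal to the mean of compounds falling between control-based bounds plus 3 SD, cut at about 20% in these data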;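 also: 0% = DMSO wells while the 100% control is not disclosed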
GC-B act – GC-B (human) receptor activation; P20594; HEK293-GC-B cells, CNP EC30, cGMP TR-FRET; 0% at EC30 CNP, 100% saturating CNP; activation, % at 10 µM; 0.11% of 370,000 active; AID 1920062;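 active = activation at 10 µM reaching about 35% in either raw or pattern-adjusted values, limit read from the data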
ASAP1 inh – ASAP1 ArfGAP inhibition; Q9ULH1; inhibition, % at 16.5 µM; ASAP1-stimulated ARF1 GTP hydrolysis, GDP FP detection; 0.19% of 360,000 active; in the data active = inhibition above about 25%;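 also: 0% = vehicle with enzyme and substrate and 100% = no enzyme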
NPR1 activator – GC-A (human) enzyme activation | P16066 | HEK293 GC-A cells, cGMP TR-FRET, EC30 ANP; 0% at EC30 ANP, 100% saturating ANP | activation, % at 10 µM | 0.14% of 370,000 active; in the data active = activation above about 40%
DDE Tn6 FP inh – disrupts Tn6 cyclic peptide binding to fibrin D-Dimer-E complex; 0.21% of 370,000 active; P02675; inhibition, % at 8.3 µM; Fibrin DD(E) TRITC-Tn6 fluorescence polarization displacement;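 active = inhibition above a per-campaign cutoff: mean of compounds within control limits plus 3 SD, cut at about 15% in these data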;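 also: 0% = median of all compound wells on the plate and 100% = blocking peptide control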
Target sequence (P02675 whole entry, looked up): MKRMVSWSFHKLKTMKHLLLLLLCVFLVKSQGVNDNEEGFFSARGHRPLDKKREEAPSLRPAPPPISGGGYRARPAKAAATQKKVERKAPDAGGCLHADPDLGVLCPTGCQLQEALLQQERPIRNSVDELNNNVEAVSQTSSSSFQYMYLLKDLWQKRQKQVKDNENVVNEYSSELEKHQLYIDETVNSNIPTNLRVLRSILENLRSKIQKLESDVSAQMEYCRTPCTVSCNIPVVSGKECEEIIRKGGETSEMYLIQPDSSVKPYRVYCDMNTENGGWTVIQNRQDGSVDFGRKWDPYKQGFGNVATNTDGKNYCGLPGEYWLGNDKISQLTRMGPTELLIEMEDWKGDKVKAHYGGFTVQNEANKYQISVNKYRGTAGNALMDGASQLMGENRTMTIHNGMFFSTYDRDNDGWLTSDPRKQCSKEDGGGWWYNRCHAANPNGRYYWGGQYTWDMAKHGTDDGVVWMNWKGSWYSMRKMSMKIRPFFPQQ
FXN GAA850 act – activators of GAA850 frataxin (FXN) promoter | activation, % at 6 µM | HEK293 lucGAA850 FXN promoter luciferase reporter, 24 h; percent of 10 µM SAHA response | AID 540364 | 0.56% of 360,000 active;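 active = activation above the average of all compounds screened plus 3 SD, cutoff fixed separately per campaign, cut at about 7.5% in these data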;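 also: 0% = DMSO wells and 100% = 10 µM SAHA wells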
sPLA2-III inh – Blocks human group III sPLA2 activity. Q9NZ20. QFRET BODIPY PC-A2 liposome hydrolysis, fluorescence. inhibition, % at 12.2 µM. 0.56% of 370,000 active. AID 743126;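 active = inhibition above mean plus 3 SD of compounds lying within the high and low control bounds, cut at about 19% in these data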;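 also: 0% = median of test compound wells and 100% = no enzyme DMSO wells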
Target sequence (Q9NZ20 whole entry, looked up): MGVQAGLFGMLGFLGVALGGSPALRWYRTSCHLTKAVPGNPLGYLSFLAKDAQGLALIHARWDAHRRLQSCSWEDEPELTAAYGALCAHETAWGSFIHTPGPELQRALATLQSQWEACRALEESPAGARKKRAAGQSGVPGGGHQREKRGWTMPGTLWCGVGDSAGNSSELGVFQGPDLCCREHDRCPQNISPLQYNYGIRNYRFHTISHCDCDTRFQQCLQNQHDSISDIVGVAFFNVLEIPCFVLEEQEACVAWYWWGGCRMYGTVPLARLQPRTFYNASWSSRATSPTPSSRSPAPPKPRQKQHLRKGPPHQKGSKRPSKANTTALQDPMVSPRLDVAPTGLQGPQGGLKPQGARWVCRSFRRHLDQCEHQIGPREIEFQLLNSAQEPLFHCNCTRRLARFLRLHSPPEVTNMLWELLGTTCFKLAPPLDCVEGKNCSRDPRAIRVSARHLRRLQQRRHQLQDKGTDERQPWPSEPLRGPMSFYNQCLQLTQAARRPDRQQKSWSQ
KLK7 zymogen act – activators of human kallikrein-7 zymogen. P49862. purified proKLK7, EDANS-DABCYL substrate fluorescence; 100% is mature enzyme control, 0% vehicle. activation, % at 7 µM. 0.9% of 370,000 active;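 active = activation above the mean of all tested compounds plus 3 SD, computed per campaign excluding outliers beyond control limits, cut at about 13% in these data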
ARFGAP1 inhibitor – rat ARFGAP1 inhibition. Arfgap1-stimulated ARF1 GTP hydrolysis, GDP FP detection. inhibition, % at 16.5 µM. 0.26% of 360,000 active. Q62848. AID 651572;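 active = inhibition above a per-plate limit, mean inhibition of low control wells plus 3 SD, cut at about 25% in these data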;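 also: 0% = DMSO wells with enzyme and 100% = wells lacking Arfgap1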
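material = rat Arfgap1 catalytic domain, aa 1-136 | also added = human ARF1(Δ1-17)-GTP substrate | compound dosing = one concentration, 16.5 µM, DMSO 1.26% | times = GTP hydrolysis reaction 2 h at 25 °C | measured by = FP, GDP Alexa 633 tracer displaced from anti-GDP antibody, 620/688 nm | evaluation = percent inhibition of Arfgap1-stimulated GTP hydrolysis | replication = single well per compound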
rCAG binder – binds r(CAG) RNA repeats. r(CAG) RNA repeat, TO-PRO-1 dye displacement fluorescence. inhibition, % at 3 µM. 1.3% of 370,000 active. AID 651821;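 active = inhibition above the plate cutoff, the mean of all test compounds on that plate plus 3 SD, cut at about 35% in these data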;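 also: 0% = DMSO alone and 100% = 100 µM mitoxantrone as full dye displacement; higher means more dye released from RNA so lower well fluorescence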
An asterisk follows results filed as active; x = no result given. This is a random part of the collection. Share with any hit: about 4.5%.

SMILES	ADAM10 inh	GC-B act	ASAP1 inh	NPR1 activator	DDE Tn6 FP inh	FXN GAA850 act	sPLA2-III inh	KLK7 zymogen act	ARFGAP1 inhibitor	rCAG binder
CCN(CC)C(=O)CC[C@H]1CC[C@]2(CCCN(C(=O)C(C)(C)C)C2)O1	1	-7	x	7	3	x	4	0.3	x	-3
O=C(C[n+]1ccccc1)N/N=C/c1ccccc1[N+](=O)[O-]	-2	2	1	-5	-9	5.8	1	-0.2	2	0
CCOc1ccc(N2CC(C(=O)NC3CCSC3=O)CC2=O)cc1 (stereo not given)	9	1	4	-2	0	2.6	-1	-0.5	2	3
O=C(CC1C(=O)Nc2ccccc2N1CC(=O)N1CCCC1)Nc1ccc(Br)cc1 (stereo not given)	-53	-4	9	-6	-3	-0.6	-13	0.1	0	11
CCOC(=O)C1CCN(C(=O)COc2ccc(Cl)cc2C)CC1	6	-3	6	5	0	0.5	-3	0.1	-2	-9
Cc1ccc(NC(=O)Cn2cccc2)cc1	0	0	-6	0	3	1.6	-8	-0.3	-1	-2
Cc1cc(C)nc(Nc2n[nH]c(COc3ccc4ccccc4c3)n2)n1	7	-5	-5	2	-3	3.0	4	-0.5	8	-3
C=CCn1c(SCc2csc(-c3ccc(C)cc3)n2)nnc1-c1ccccc1OC	1	-9	1	-13	4	2.0	-14	0.1	-4	-6
CC(=O)Nc1ccc(S(=O)(=O)NCCC(=O)Nc2cc(C)ccn2)cc1	-5	-4	7	4	4	-1.2	8	-0.1	-1	1
Cc1ccc(OCCCC(=O)Nc2ccc3c(c2)OCCO3)cc1	-6	6	-6	1	0	-5.0	5	0.0	5	0

Sorted by number of heavy atoms (high to low): 7 of the compounds above.
SMILES	ADAM10 inh	GC-B act	ASAP1 inh	NPR1 activator	DDE Tn6 FP inh	FXN GAA850 act	sPLA2-III inh	KLK7 zymogen act	ARFGAP1 inhibitor	rCAG binder
C=CCn1c(SCc2csc(-c3ccc(C)cc3)n2)nnc1-c1ccccc1OC	1	-9	1	-13	4	2.0	-14	0.1	-4	-6
Cc1cc(C)nc(Nc2n[nH]c(COc3ccc4ccccc4c3)n2)n1	7	-5	-5	2	-3	3.0	4	-0.5	8	-3
CCN(CC)C(=O)CC[C@H]1CC[C@]2(CCCN(C(=O)C(C)(C)C)C2)O1	1	-7	x	7	3	x	4	0.3	x	-3
CCOc1ccc(N2CC(C(=O)NC3CCSC3=O)CC2=O)cc1 (stereo not given)	9	1	4	-2	0	2.6	-1	-0.5	2	3
CCOC(=O)C1CCN(C(=O)COc2ccc(Cl)cc2C)CC1	6	-3	6	5	0	0.5	-3	0.1	-2	-9
O=C(C[n+]1ccccc1)N/N=C/c1ccccc1[N+](=O)[O-]	-2	2	1	-5	-9	5.8	1	-0.2	2	0
Cc1ccc(NC(=O)Cn2cccc2)cc1	0	0	-6	0	3	1.6	-8	-0.3	-1	-2

More results.
SMILES	ADAM10 inh	GC-B act	ASAP1 inh	NPR1 activator	DDE Tn6 FP inh	FXN GAA850 act	sPLA2-III inh	KLK7 zymogen act	ARFGAP1 inhibitor	rCAG binder
Cc1ccc(S(=O)(=O)c2c[nH]c3ccc(Cl)cc3c2=O)cc1	6	4	7	-4	5	-2.0	-4	-0.3	3	1
Cc1ccc(CNC(=O)COC(=O)CSc2cc(C)c(Br)cc2C)cc1	-2	-2	8	4	-2	1.5	-5	-0.6	5	-1
CCOC(=O)[C@H]1[C@H]2COc3ccc(Cl)cc3[C@@H]2N2C(=O)[C@@H](CO)NC(=O)[C@@]12C	-6	-3	2	-1	-1	2.5	1	0.4	6	-3
CC(C)CNc1nc(Oc2ccc(=O)[nH]n2)nc(N(C)C)n1	-4	2	2	-1	-8	-0.3	-4	-0.5	-3	-3
CCCn1c(C)cc(C(=O)COC(=O)c2c(C)nn(-c3ccccc3)c2C)c1C	5	7	9	2	5	2.4	-3	1.3	1	-10
CCOC(=O)C(Cc1ccccc1)NC(=O)CCCC(=O)c1ccccc1 (stereo not given)	-8	0	-7	19	9	-2.6	-4	-0.6	-6	-7
Cn1c(COc2ccccc2)nnc1SCC(=O)Nc1ccc(N2CCOCC2)c(Cl)c1	-1	-3	-8	1	2	-2.6	-3	0.4	6	0
O=C(O)c1cccc(Oc2ccc([N+](=O)[O-])cc2)c1	3	-1	1	-1	4	0.1	-1	-0.7	-4	2
O=c1c2cn[nH]c2[nH]c(=S)n1-c1ccccc1F	4	3	3	3	0	-0.6	8	-0.6	4	0
S=C1NC2=C(CCCC2=C2SCCCS2)C(c2ccccc2)N1 (stereo not given)	8	4	-8	-4	0	3.4	-2	0.2	3	24
O=C(Cc1ccc(Br)cc1)N1CCN(c2ccccc2)CC1	4	-8	12	-3	0	3.6	1	-0.1	2	-2
COc1cc(-c2ncc3ccccn23)cc(OC)c1OC	-24	-12	-1	3	9	-2.8	2	3.2	8	10
COC(=O)C1=C(C)N=C2SC(C)C(=O)N2C1/C=C/c1ccccc1 (stereo not given)	3	-4	-1	-13	5	-0.5	-13	-0.3	5	15
COc1cc2cc(C(=O)Nc3ccc4c(c3)OCCO4)[nH]c2cc1OC	7	3	11	-6	-14	-10	-6	0.3	16	8
Cc1ccc(-c2nn(-c3cc(Cl)ccc3[N+](=O)[O-])c(=O)c3ccccc23)cc1C	-3	4	-10	-1	1	3.3	2	-0.5	-4	4
CCCC1=[N+](CC(=O)c2ccc(Br)cc2)CCn2cccc21	-22	2	5	4	2	1.1	-7	-0.9	-16	7
COCCN(C(=O)CCC(=O)Nc1ccccn1)C(C(=O)NC1CCCC1)c1ccc(OC)cc1 (stereo not given)	-1	3	15	1	3	0.7	-6	0.8	-2	-11
S=c1[nH]c2ccccc2o1	-4	0	9	2	-4	0.9	10	0.1	5	7
Cc1ccc(S(=O)(=O)Nc2cc(C)c(O)c(Sc3n[nH]c(C)n3)c2)cc1	5	2	0	4	8	0.1	-55	0.1	12	11
COc1ccc(CC(=O)N(C)Cc2cccc(F)c2)cc1S(=O)(=O)N1CCOCC1	-1	0	0	-3	-5	0.8	-7	0.4	6	-2
CNC(=O)C(=O)N/N=C/c1cccnc1	-7	12	-5	2	6	1.6	-6	0.6	-3	0
CCOC(=O)[C@@]12CCCC=C1N(CCc1ccc(Cl)cc1)C(=O)[C@H]2CC(=O)N1CCOCC1	1	9	x	0	-3	x	7	0.3	x	5
COc1cccc(C(=O)Nc2cccc(C(=O)NC3=NN(c4c(Cl)cc(Cl)cc4Cl)C(=O)C3)c2)c1	-3	-1	1	-2	-10	-0.2	-15	0.6	-6	56*
O=C(Cn1cncn1)N/N=C/c1cc([N+](=O)[O-])ccc1O	-6	9	2	0	-2	2.4	5	-0.8	-3	-1
Cc1ccc2c(c1)N(CCC(=O)NC1CCCCC1C)C(=O)CO2 (stereo not given)	-6	-4	2	-1	-5	1.3	-2	-0.3	-10	-5
O=S(=O)(NCC(c1cccnc1)N1CCOCC1)c1ccc(Cl)cc1 (stereo not given)	5	2	13	-1	5	-1.2	-7	0.0	-1	0
CCN(CC)C(=O)CC[C@@H]1CC[C@]2(CCCN(C(=O)c3cccnc3)C2)O1	1	-4	x	3	-7	x	4	0.5	x	-1
CCc1nc2ccc(C(=O)N(C)Cc3ccco3)cn2c1N(CC)Cc1cccc(Br)c1	-22	5	2	-4	-17	-1.8	-1	-0.2	3	2
CC1CCCN(C(=O)CN2CCC(c3nc4ccc(Cl)cc4[nH]3)CC2)C1 (stereo not given)	7	-5	-4	0	-6	-0.2	-5	0.3	3	4
O=C(Nc1ccc(C(=O)N2CCCC2)cc1)c1ccccc1Br	-10	-2	-5	-1	8	2.7	3	0.4	-7	-4
Brc1ccc(-c2cnc3n2CCCC3)cc1	-8	2	-2	0	1	1.2	-4	0.3	-3	-2
O=C(NC(Cc1ccc(O)cc1)C(=O)O)c1ccc2c(c1)OCO2 (stereo not given)	0	3	-16	7	5	-1.3	-4	0.2	2	-3
CC(=O)CSc1nnc(Cc2ccc3c(c2)OCO3)o1	1	4	-2	2	-7	-1.3	-15	0.2	-4	-1
O=S(=O)(NCc1ccc(Cl)cc1Cl)c1cccs1	0	4	1	0	-2	1.7	-7	-0.1	2	0
CCCCc1nc2n[nH]c(N)c2c2c1CSC(C)(C)C2	5	2	-2	3	1	5.4	6	0.3	4	-1
O=C(CN1CCN(Cc2ccc(Cl)cc2)CC1)N/N=C/c1cccs1	7	-3	-4	-2	-4	-0.5	-8	0.5	3	-3
CCN1C(=O)[C@H]2[C@@H](c3ccc(OC)cc3)N3C(=O)CN(CC4CC4)C(=O)[C@@]3(C)[C@H]2C1=O	-10	-3	0	1	-4	2.3	1	-0.7	-4	3
Cc1ccc(N2C(=O)CC(Cc3ccc(Cl)cc3)C2=O)cc1 (stereo not given)	3	-4	-13	2	1	1.2	-15	0.6	-9	1
Nc1cc(N)nc(SCC(=O)c2ccccc2)n1	-26	0	3	-8	-7	3.6	-24	-0.2	0	6
Cc1ccc(F)c(NC(=O)c2c(-c3ccccc3)noc2C)c1	-2	2	-5	0	1	1.2	-2	0.3	10	-5
O=C(NCC1CCCCC1)C1(CC2CC(c3cccc(Br)c3)=NO2)CCNCC1 (stereo not given)	13	-11	-4	-4	7	0.9	-6	0.2	-9	11
C[C@H](CO)N1C[C@H](C)[C@H](CN(C)S(=O)(=O)c2ccc(C#N)cc2)OCc2cnnn2CCCC1=O	-1	3	-10	5	3	-2.4	-1	-0.4	18	2
CC(C)(C)OC(=O)NCCCCCC(=O)N/N=C/c1coc2ccccc2c1=O	-1	-6	-1	-2	5	-0.8	-15	0.4	0	-4
Oc1ccc(CNc2ccccc2C(F)(F)F)c2cccnc12	0	-11	x	32	-1	x	9	x	x	x
O=c1onc(-c2cccnc2)n1-c1ccccc1F	1	6	-6	0	-5	1.6	3	0.3	1	-1
CCCCN(C=O)c1c(CC)nc2ccc(C(=O)N3CCCCC3)cn12	-17	2	3	3	3	-2.1	4	0.3	-5	1
Cc1cc(F)ccc1NC(=O)C(C)n1c2ccccc2c2nc(=O)cc(C)n21 (stereo not given)	-9	1	-4	-2	10	-0.6	2	0.1	-2	-3

Assay outcomes (PubChem BioAssay)
